Myeloid diff MLP – induction of myeloid progenitor differentiation, primary screen, cell-based, flow cytometry, MLPCN library; ER-HoxA9 myeloid progenitors, lysozyme-GFP differentiation; calls only at 10 µM; hit rate 1% among 360,000; AID 624256, 2012;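 active = normalized GFP-positive differentiation at or above the plate's own cutoff, the solvent-only control mean plus 3 SD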;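 also: cells exposed to compound for four days before flow analysis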
Myeloid diff MLP GFP+ MAC1+ % – recorded beside Myeloid diff MLP, whose call it bears; GFP+ MAC1+ double positive, %; measured here: differentiation confirmed by MAC1 staining
Numbers without * were called inactive; i = inactive. An excerpt; the hit share may differ from the screen's.

The opening 2 entries, ahead of the listing:
SMILES | Myeloid diff MLP | Myeloid diff MLP GFP+ MAC1+ %
CC(C)C[C@@H](CNCC(=O)[C@H](Cc1ccccc1)NC(=O)c1[nH]cnc1C(=O)N[C@H](CN)CC(C)C)NC(=O)c1nc[nH]c1C(=O)N[C@@H](CC(=O)O)C(=O)O | i | 1.0
Cc1ccc(S(=O)(=O)N2CCC(C(=O)N/N=C/c3cccn3C)CC2)cc1 | i | 0.8

This part in full, repeating the preview:
SMILES | Myeloid diff MLP | Myeloid diff MLP GFP+ MAC1+ %
CC(C)C[C@@H](CNCC(=O)[C@H](Cc1ccccc1)NC(=O)c1[nH]cnc1C(=O)N[C@H](CN)CC(C)C)NC(=O)c1nc[nH]c1C(=O)N[C@@H](CC(=O)O)C(=O)O | i | 1.0
Cc1ccc(S(=O)(=O)N2CCC(C(=O)N/N=C/c3cccn3C)CC2)cc1 | i | 0.8
Cc1nc2ccc(NS(=O)(=O)c3c(F)cccc3F)cc2s1 | i | 0.6
CCC[C@@H](CN1CCC[C@H]1CN1C(N)=NC[C@@H]1Cc1ccccc1)N1C[C@@H]([C@H](C)CC)N(CCc2ccc(Cl)c(Cl)c2)C1=N | i | 1.5
CCOC(=O)Cc1csc(NC(=O)c2cnc3scc(C)n3c2=O)n1 | i | 0.5
CCOC(=O)c1ccc(Nc2ccc(C(C)=O)cc2)cc1 | i | 0.1
C[C@H](CO)N1C[C@H](C)[C@@H](CN(C)S(C)(=O)=O)Oc2ccc(NS(=O)(=O)c3cn(C)cn3)cc2C1=O | i | 1.9
CCc1cc(=O)oc2c(C)c(OS(C)(=O)=O)ccc12 | i | 1.0
CCOc1cc(N2CCOCC2)c(OCC)cc1NC(=O)c1cc(S(=O)(=O)N2CCOCC2)ccc1C | i | 0.5
c1ccc2c(C(c3nnnn3-c3ccc4c(c3)OCCO4)N3CCCCC3)ccnc2c1 (stereo not given) | i | 1.3
CCc1nc2ccc(C(=O)NCCN3CCNC3=O)cn2c1N(CCC(C)C)CCN(C)C | i | 0.7
O=Cc1cn(-c2ccccc2)nc1-c1cccc([N+](=O)[O-])c1 | i | 1.0
CCOC(=O)Cc1ccc(Nc2nc(NCc3ccccc3)nc3ccsc23)cc1 | i | 2.6
c1ccc2c(c1)nc(N1CCCCCC1)c1nncn12 | i | 0.5
O=C1OCCC1=COCCCCCOC=C1CCOC1=O | i | 1.1
COCc1c(C(=O)OCC(=O)c2ccc[nH]2)oc2ccccc12 | i | 0.8
Cc1ccc(NC(=O)COC(=O)C2CC3CCCC(C2)C3=O)c([N+](=O)[O-])c1 (stereo not given) | i | 0.8
CCCCn1c(N)c(N(CC)C(=O)c2c(C)noc2C)c(=O)[nH]c1=O | i | 0.2
Cc1ccccc1-c1cccc([C@@H]2C[C@H]3C(CN2)CON3C)c1 (stereo not given in full) | i | 1.2
COc1ccc(CCN2CC(C(=O)OCC(=O)c3c(N)n(CC(C)C)c(=O)n(C)c3=O)CC2=O)cc1OC (stereo not given) | i | 1.4

Complete entries, quoted from the list. Order of values: Myeloid diff MLP, Myeloid diff MLP GFP+ MAC1+ %
Shown for c1ccc2c(c1)nc(N1CCCCCC1)c1nncn12 : i, 0.5
Shown for CCOc1cc(N2CCOCC2)c(OCC)cc1NC(=O)c1cc(S(=O)(=O)N2CCOCC2)ccc1C : i, 0.5
Shown for Cc1ccc(NC(=O)COC(=O)C2CC3CCCC(C2)C3=O)c([N+](=O)[O-])c1 (stereo not given) : i, 0.8
Shown for CCOC(=O)c1ccc(Nc2ccc(C(C)=O)cc2)cc1 : i, 0.1
Shown for O=Cc1cn(-c2ccccc2)nc1-c1cccc([N+](=O)[O-])c1 : i, 1.0

(continued)
SMILES | Myeloid diff MLP | Myeloid diff MLP GFP+ MAC1+ %
O=C(NCc1ccccc1)c1cc(C2COCCN2C(=O)c2cccs2)on1 (stereo not given) | i | 1.6
COc1ccc(-c2oc(=O)c3cc(OC)c(OC)cc3c2-c2cc(F)cc(OC)c2)cc1 | i | 0.4
CN(C)c1ccc(C=NNc2nc3c([nH]2)c(=O)n(C)c(=O)n3C)cc1 | i | 1.2
O=NN(C(=O)NCc1cccnc1)C1CCCCC1 | i | 0.7
C[C@@H]1CN([C@H](C)CO)C(=O)CCCn2nncc2CO[C@H]1CN(C)S(=O)(=O)c1ccc2ccccc2c1 | i | 0.6
C[C@H](CO)N1C[C@H](C)[C@H](CN(C)C(=O)Nc2ccccc2)OCc2cnnn2CCCC1=O | i | 0.6
C[C@H]1CN([C@@H](C)CO)S(=O)(=O)c2ccc(Br)cc2O[C@H]1CN(C)C(=O)Nc1ccccc1F | i | 0.0
Cc1ccc(C)c(C(=O)CCC(=O)Nc2ccc(N3CCN(C)CC3)cc2C)c1 | i | 0.9
CC(=O)Oc1ccc(C#C/C=C2\c3ccccc3C(=O)N2c2ccccc2)cc1 | i | 0.3
COc1ccc(Cl)cc1NC(=O)COC(=O)c1cc(C)oc1C | i | 0.8
CC(C)N1CC2(CC(c3ccccc3F)=NO2)CN1C(=O)c1ccco1 (stereo not given) | i | 1.6
Cc1noc(C)c1NC(=O)Nc1cccc2c1O[C@@H](CN(C)Cc1ccc3c(c1)OCO3)[C@@H](C)CN([C@H](C)CO)C2=O | i | 0.7
CCOc1ccccc1/C=C/C(=O)N1CCN(C(=O)c2ccco2)CC1 | i | 1.1
CC(NC(=O)COC(=O)c1ccc[nH]c1=O)c1ccccc1 (stereo not given) | i | 1.2
CC1CCCCC1NC(=O)COc1ncnc2sccc12 (stereo not given) | i | 0.0
COc1ccc(F)cc1-c1cc(C(=O)NC2CCCCC2)[nH]n1 | i | 0.5
C[C@@H]1CCCCO[C@@H](CN(C)S(=O)(=O)c2ccc(Cl)cc2)[C@@H](C)CN([C@H](C)CO)C(=O)c2cc(N(C)C)ccc2O1 | i | 0.6
O=C(/C=C/c1ccc(S(=O)(=O)N2CCOCC2)cc1)Nc1ccc(F)c(F)c1F | i | 0.2
CN(c1ccc(OCC(=O)NC2CCC(O)CC2)cc1)S(=O)(=O)c1ccc(Cl)cc1 (stereo not given) | i | 0.5
N#Cc1cccnc1N1CCN(C(=O)c2cccc3c2C(=O)c2ccc(-c4ccc(F)cc4OCc4ccccc4)cc2S3(=O)=O)CC1 | i | 2.3
OCCNc1ncnc2c1ncn2[C@H]1CN(Cc2ccc(-c3ccccc3)cc2)C[C@@H](CO)O1 | i | 0.6
COc1cccc(OC)c1C(=O)OCC(=O)NCc1ccco1 | i | 0.4
CC[C@H]1C/C=C\Cc2ccccc2[C@@H](C(=O)C[C@@H](O)CC(C)=O)OC1=O | i | 0.8
COc1ccccc1CN(C)c1ccc(S(=O)(=O)N2CCN(C)CC2)cn1 | i | 0.3
O=C(CCNC(=O)c1ccc(Cl)cc1)Nc1ccc(S(=O)(=O)N2CCOCC2)cc1 | i | 0.6
CCOc1ccc(/C=N/NC(=O)c2ccccc2O)cc1CN1CC2CC(C1)c1cccc(=O)n1C2 (stereo not given) | i | 1.0
O=Cc1ccc(OCc2cn(CC(=O)c3ccc(O)cc3)nn2)cc1 | i | 0.5
COC(=O)[C@@]12C[C@@H](CC(=O)NCCC(C)C)C(=O)N(CCc3ccc(OC)c(OC)c3)C1=CCC(C)(C)C2 | i | 3.1
O=C(NCCCN1CCCC1=O)c1cccc(S(=O)(=O)Nc2ccc(F)cc2)c1 | i | 1.4
CCCCOc1ccc(C(=O)NCC(=O)NCCOc2ccccc2OC)cc1 | i | 0.3
COc1cccc(Nc2ccc(N3CCCCC3)cc2)c1OC | i | 1.9
CC1(C(=O)Nc2ccc3ccccc3c2)CCC(=O)N1C1CC1 (stereo not given) | i | 0.7
CCN(CC)S(=O)(=O)c1cccc(C(=O)NC(C(=O)NNC(=O)c2ccccc2F)C(C)C)c1 (stereo not given) | i | 0.4
O=C(c1ccccc1)C(c1ccccc1)c1ccccc1 | i | 0.8
CN(C(=O)c1cccc(S(=O)(=O)N2CCCC2)c1)C1CCCCC1 | i | 0.4
CS(=O)(=O)c1ccc(Cl)c(NC(=O)c2ccc(-n3cncn3)c([N+](=O)[O-])c2)c1 | i | 0.7
Cn1cccc1CN1CCC[C@]2(N[C@H](c3ccc(C(F)(F)F)cc3)[C@@H]3C(=O)N(Cc4ccccc4)C(=O)[C@@H]32)C1=O | i | 0.5
Cn1ncc2c(N)nc(NCCO)nc21 | i | 0.6
Cc1[nH]c(SCC(=O)c2c(N)n(C)c(=O)n(C)c2=O)nc1Cc1ccccc1 | i | 0.9
C[C@]12c3[nH]c4ccc(Cl)cc4c3CCN1C(=O)[C@@H](CC(=O)NCc1cccc(C(F)(F)F)c1)C[C@@H]2C(=O)N1CCOCC1 | i | 0.3

Arranged by heavy-atom count (highest first): some entries from above.
SMILES | Myeloid diff MLP | Myeloid diff MLP GFP+ MAC1+ %
C[C@]12c3[nH]c4ccc(Cl)cc4c3CCN1C(=O)[C@@H](CC(=O)NCc1cccc(C(F)(F)F)c1)C[C@@H]2C(=O)N1CCOCC1 | i | 0.3
CS(=O)(=O)c1ccc(Cl)c(NC(=O)c2ccc(-n3cncn3)c([N+](=O)[O-])c2)c1 | i | 0.7
O=C(c1ccccc1)C(c1ccccc1)c1ccccc1 | i | 0.8
Cn1ncc2c(N)nc(NCCO)nc21 | i | 0.6

Further results follow.
SMILES | Myeloid diff MLP | Myeloid diff MLP GFP+ MAC1+ %
O=[N+]([O-])c1ccc(Cl)c(S(=O)(=O)Nc2ccc3cn[nH]c3c2)c1 | i | 1.2
CN(C(=O)c1cccc(NC(=O)Cc2cccc(NC(=O)C3CCN(C(=O)C4CCCC4)CC3)c2)c1)C1CC1 | i | 0.8
CCN(C1CCCCC1)S(=O)(=O)CCNC(=O)c1ccc(OC)cc1 | i | 1.1
O=C(CNC(=O)COc1ccccc1)NCCN1CCOCC1 | i | 1.3
COc1cccc(OC)c1C(=O)NCc1ccco1 | i | 1.4
COc1cccc(NC(=O)c2nn(C)cc2Br)c1 | i | 0.6
Cc1c(C(=O)N2CCC2(C)C(=O)O)oc2ccccc12 (stereo not given) | i | 0.6
COc1cccc(OC)c1OCCN1CCC(C(=O)NC(c2ccccc2)c2ncccc2C)CC1 (stereo not given) | i | 0.8
COc1ccccc1N1CC(C(=O)NCCN2C(=O)S/C(=C\c3cccnc3)C2=O)CC1=O (stereo not given) | i | 1.0
Cc1ccnn1-c1ccc(C(=O)OCC(=O)Nc2ccc(F)cc2)cc1 | i | 0.5
COC(=O)CCC(=O)OC1(C)C(=O)C2=CN(Cc3ccccc3)C(c3ccc(OC)cc3)=CC2=C(Br)C1=O (stereo not given) | i | 2.2
CC(C)(C)c1ccc(SC2=C[C@@]3(O)CC[C@@H](O)[C@@](Sc4ccc(C(C)(C)C)cc4)(C2=O)[C@H]3O)cc1 | i | 1.4
CCN1CCN(c2ccc(Cl)cc2NC(=O)c2ccc(-n3nc(C)cc3C)cc2)CC1 | i | 1.5
CC(Nc1ccc([N+](=O)[O-])cc1[N+](=O)[O-])c1ccccc1 (stereo not given) | i | 3.0
CC(C)(C)c1ccc(C(=O)NC(=O)COC(=O)CCS(=O)(=O)c2ccccc2)cc1 | i | 1.4
O=C(Nc1cccc(C(=O)N2CCOCC2)c1)C1CC1 | i | 0.3
O=C1C=C(c2cc3ccccc3o2)C[C@@H](c2ccc(F)cc2)C1 | i | 1.8
Cc1ccc(S(=O)(=O)N2[C@@H](c3ccc(F)cc3)C(C(=O)O)=C[C@H]2CC2CCCC2)cc1 | i | 1.8
O=C(N=Nc1c(O)[nH]c2ccc(Br)cc12)c1ccco1 | i | 0.5
COc1cccc(-c2nc3n(n2)CCc2ccccc2-3)c1 | i | 1.0
COc1ccc(CN(C)C(=O)Cc2ccc(S(=O)(=O)N3CCOCC3)s2)cc1OC | i | 0.5
O=C(COc1ncnc2sccc12)Nc1cccc(S(=O)(=O)N2CCOCC2)c1 | i | 0.4
Cc1csc(=O)n1CCC(=O)OCC(=O)NNC(=O)c1ccc(Br)cc1 | i | 0.5
CCc1ccc2cc(F)cc(F)c2n1 | i | 0.5
CCN(C(=O)COC(=O)Cc1cccc2ccccc12)C1CCS(=O)(=O)C1 (stereo not given) | i | 0.9
CO[C@@H]1CN(C)C(=O)c2cc(NC(=O)Nc3cc(F)ccc3F)ccc2OC[C@H](C)NC[C@@H]1C | i | 1.9
CN1CCN(C(=O)C2CCN(S(=O)(=O)c3ccccc3[N+](=O)[O-])CC2)CC1 | i | 0.0
Cc1ccc(NCC(=O)Nc2ccc(F)c(Cl)c2)cc1S(=O)(=O)N1CCOCC1 | i | 0.4
O=C(COC(=O)c1ccc(F)cc1F)Nc1cc(S(=O)(=O)N2CCOCC2)ccc1Cl | i | 0.5
CN1CCN(C(=O)c2ccc3c(=O)n(CCc4ccccc4)c(=S)[nH]c3c2)CC1 | i | 0.7
CC(=O)OCC(=O)C1(O)CCC2C3CC(C)C4=CC(=O)CCC4(C)C3C(O)CC21C (stereo not given) | i | 2.6
COc1ccc(C=C(C(=O)c2ccccc2)c2ccccc2)cc1 | i | 1.7
CN(C(=O)CN1C(=O)c2ccccc2S1(=O)=O)C1CCCCC1 | i | 0.8
O=C(COC(=O)COc1ccc(Cl)cc1Br)NC1CCCCCC1 | i | 1.5
OC(c1ccccc1)c1nc(-c2cc3ccccc3o2)cs1 (stereo not given) | i | 1.1
N#Cc1cccc(S(=O)(=O)NCC(=O)NCc2ccc3c(c2)OCO3)c1 | i | 0.5
COc1cc(O)c(C(=O)CC(=O)c2ccncc2)c(OC)c1 | i | 1.2
O=C(COC(=O)CNC(=O)c1ccccc1)NCCNC(=O)COC(=O)CNC(=O)c1ccccc1 | i | 1.0
Cc1ccc(NC(=O)c2cc(-c3cc(F)ccc3OCC3CCCO3)n[nH]2)cc1NS(C)(=O)=O (stereo not given) | i | 1.4
COc1ccc(C2C(=O)c3ccccc3C2=Nc2ccc(Br)cc2)cc1 (stereo not given) | i | 0.0
O=C(O)C1(Nc2ccc([N+](=O)[O-])cc2[N+](=O)[O-])CCCC1 | i | 0.8
CC1c2cccn2CCN1S(=O)(=O)c1ccccc1 (stereo not given) | i | 0.4
CC1(c2cccc(Br)c2)NC(=O)N(CC(=O)Nc2ccc3c(c2)OCCO3)C1=O (stereo not given) | i | 1.4

Source: PubChem (NMMLSC)
